Assay outcomes deposited in PubChem BioAssay by several laboratories.
Rin1-Abl PPI inh = inhibitors of Rin1-Abl protein binding, primary screen, biochemical, TR-FRET; Tyrosine-protein kinase ABL1 (Homo sapiens) + Ras and Rab interactor 1 (Homo sapiens), …; 0.4% of 360,000 active; AID 588664, 2011; inhibition, % at 7.35 µM; in the data active = inhibition above about 5%, passing the limit was not always enough
Target sequence (P00519 whole entry, looked up): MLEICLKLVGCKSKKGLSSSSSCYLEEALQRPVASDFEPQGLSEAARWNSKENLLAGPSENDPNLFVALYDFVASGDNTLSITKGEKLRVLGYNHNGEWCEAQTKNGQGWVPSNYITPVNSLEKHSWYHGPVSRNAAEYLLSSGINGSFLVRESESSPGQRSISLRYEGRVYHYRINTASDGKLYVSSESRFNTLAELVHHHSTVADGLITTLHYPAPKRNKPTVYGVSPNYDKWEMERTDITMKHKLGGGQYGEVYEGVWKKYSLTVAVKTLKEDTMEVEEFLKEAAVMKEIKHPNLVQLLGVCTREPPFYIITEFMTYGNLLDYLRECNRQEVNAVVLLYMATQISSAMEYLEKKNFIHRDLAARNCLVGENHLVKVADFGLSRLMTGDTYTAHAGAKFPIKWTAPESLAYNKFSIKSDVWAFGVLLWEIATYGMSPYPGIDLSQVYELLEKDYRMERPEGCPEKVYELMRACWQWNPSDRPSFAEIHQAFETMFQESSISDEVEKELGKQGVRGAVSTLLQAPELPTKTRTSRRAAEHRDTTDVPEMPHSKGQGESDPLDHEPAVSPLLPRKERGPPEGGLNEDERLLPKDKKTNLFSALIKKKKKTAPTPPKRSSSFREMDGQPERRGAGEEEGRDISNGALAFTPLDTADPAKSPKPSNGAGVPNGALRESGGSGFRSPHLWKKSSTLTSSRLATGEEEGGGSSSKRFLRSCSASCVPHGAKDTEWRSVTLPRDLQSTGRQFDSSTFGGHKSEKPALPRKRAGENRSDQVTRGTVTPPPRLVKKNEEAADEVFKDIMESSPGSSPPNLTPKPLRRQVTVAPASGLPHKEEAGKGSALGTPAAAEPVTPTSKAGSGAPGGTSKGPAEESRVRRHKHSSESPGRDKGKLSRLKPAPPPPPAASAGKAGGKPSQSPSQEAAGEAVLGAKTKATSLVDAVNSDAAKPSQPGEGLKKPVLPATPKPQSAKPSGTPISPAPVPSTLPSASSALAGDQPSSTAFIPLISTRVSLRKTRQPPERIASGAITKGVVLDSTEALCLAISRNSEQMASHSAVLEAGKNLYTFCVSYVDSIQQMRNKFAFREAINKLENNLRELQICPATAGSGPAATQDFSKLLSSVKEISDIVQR
Target sequence (Q13671 whole entry, looked up): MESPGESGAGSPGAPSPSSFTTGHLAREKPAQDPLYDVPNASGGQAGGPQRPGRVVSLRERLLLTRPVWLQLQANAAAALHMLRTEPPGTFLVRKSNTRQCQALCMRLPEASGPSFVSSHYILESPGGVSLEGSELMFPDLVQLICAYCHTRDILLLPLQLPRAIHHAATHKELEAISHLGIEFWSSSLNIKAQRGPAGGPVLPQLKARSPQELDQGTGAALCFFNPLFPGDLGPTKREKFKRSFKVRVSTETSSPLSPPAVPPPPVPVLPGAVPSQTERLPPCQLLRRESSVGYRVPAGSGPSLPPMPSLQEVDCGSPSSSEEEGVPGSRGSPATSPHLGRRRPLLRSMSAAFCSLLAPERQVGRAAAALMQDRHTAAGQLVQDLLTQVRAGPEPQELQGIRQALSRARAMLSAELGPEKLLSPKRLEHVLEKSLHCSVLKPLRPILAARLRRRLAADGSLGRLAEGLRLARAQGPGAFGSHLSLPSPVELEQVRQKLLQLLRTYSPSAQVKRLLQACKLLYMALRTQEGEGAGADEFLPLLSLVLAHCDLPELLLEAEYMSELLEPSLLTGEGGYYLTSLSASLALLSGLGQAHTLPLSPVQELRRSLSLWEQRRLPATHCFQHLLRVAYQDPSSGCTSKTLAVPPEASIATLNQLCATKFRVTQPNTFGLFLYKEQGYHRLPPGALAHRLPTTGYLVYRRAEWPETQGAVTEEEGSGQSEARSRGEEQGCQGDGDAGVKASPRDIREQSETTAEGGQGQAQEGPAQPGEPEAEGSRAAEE
Neddylation inh = inhibitors of cullin neddylation, primary screen, biochemical, TR-FRET, uHTS, NAE and Ubc12. NEDD8-conjugating enzyme Ubc12 (Homo sapiens) + NEDD8-activating enzyme E1 regulatory …. calls only at 25 µM. 0.58% of 360,000 active; in the data active = inhibition above about 36%
MT1-MMP act inh = blockers of MT1-MMP proenzyme processing, primary screen, HT1080 RFP-PRO-GFP cells, GFP/RFP fluorescence | GFP/RFP ratio fluorescence, overnight; percent of plate control window, DMSO zero | Matrix metalloproteinase-14 (Homo sapiens), P50281 | GFP/RFP ratio change, % at 20 µM | 0.061% of 360,000 active | AID 651647, 2012;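 active = GFP/RFP ratio change of at least 30% with cell ATP level not reduced by more than half and red fluorescence within 50% of control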; note: strong numbers were not always called active
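Material – HT1080 RFP-PRO-GFP cells · Control set – DMSO wells and RFP-L50D-GFP cells · Incubation – overnight cell settling, then overnight compound exposure, 37 °C, 5% CO2 · Compound dosing – single-point 20 µM compound, 1% DMSO · Read-out – GFP/RFP fluorescence ratio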
Rpn11 inh = Rpn11 (PSMD14) deubiquitinase inhibitors, primary screen, biochemical, fluorescence polarization, uHTS. calls only at 20 µM. 0.59% of 360,000 active. human 26S proteasome, Ub4-pepOG fluorescence polarization; 20S core pre-blocked with epoxomicin. AID 588493, 2011;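 active = inhibition at 20 µM, scaled to each plate's controls, above about 33%, limit read from the data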
FAS TE block = FAS thioesterase domain inhibitors, primary screen, biochemical, fluorescence intensity, uHTS; recombinant FAS-TE, OMFH fluorogenic substrate, fluorescence endpoint; inhibition, % at 15 µM; Fatty acid synthase (Homo sapiens), P49327; 0.67% of 360,000 active; AID 602261, 2012;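 active = compounds whose normalised, plate-corrected inhibition of enzyme fluorescence in the single-dose primary screen is 50% or more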;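 note: 0% = DMSO with enzyme and 100% = substrate without enzyme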
NadD block = inhibitors of S. aureus NadD, primary screen, biochemical, colorimetric, uHTS. inhibition, % at 20 µM. Nicotinate-nucleotide adenylyltransferase NadD (Staphylococcus aureus N315). 0.78% of 360,000 active. purified NadD enzyme, colorimetric absorbance read-out; in the data active = inhibition above about 26%; note: some compounds past the cut are filed as inactive
MLLE-PAM2 inh = inhibitors of PABP1 MLLE–PAM2 peptide binding, primary screen, biochemical, fluorescence polarization, FITC-PAM2, GST-MLLE | Polyadenylate-binding protein 1 (Homo sapiens), P11940 | inhibition, % at 20 µM | 0.36% of 360,000 active; in the data active = inhibition above about 35%, passing the limit was not always enough;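 note: plate controls were DMSO wells with GST-MLLE for no effect and wells lacking GST-MLLE protein for full effect; some results filed as inactive read as strong as hits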
SKN-1 inh = suppressors of acrylamide-induced Pgst-4::GFP reporter in worms, primary screen, SKN-1 inhibitor project, whole organism, uHTS, GFP/RFP fluorescence ratio, strain VP596. AID 624304, 2012. inhibition, % at 21.8 µM. C. elegans VP596 Pgst-4::GFP/RFP ratio, 24 h. 0.49% of 360,000 active;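 active = interference check ratio from 0.5 to 1.5 plus GFP to RFP signal ratio inhibition reaching or exceeding a fixed threshold, cut at about 30% in these data, passing the limit was not always enough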; note: some compounds called inactive have numbers as strong as hits
CSN deneddyl inh = inhibitors of CSN-mediated cullin deneddylation, primary screen, biochemical, fluorescence polarization, uHTS; COP9 signalosome complex subunit 5 (Homo sapiens), Q92905; Purified CSN, SCF-Nedd8-OG deneddylation; inhibition, % at 12.5 µM; 0.38% of 360,000 active; AID 651999, 2013;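 active = pattern-corrected inhibition above about 35%, with an unprinted fluorescence ratio check between 0.5 and 1.5, limit read from the data, passing the limit was not always enough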;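 note: 0% = enzyme with substrate and 100% = substrate without enzyme; some results filed as inactive read as strong as hits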
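Assay system: HEK293T-derived human Csn5 enzyme; quantity: 0.24 nM enzyme; medium: Tris/NaCl/DTT buffer, pH 7.5; also added: substrate SCFSkp2-Nedd8OG, 10 nM; doses: 12.5 µM compound; schedule: 90 min reaction at room temperature; signal: FP; read-out: % inhibition of substrate cleavage by Csn5; benchmarks: substrate-only high control, full reaction low control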
Numbers without * were called inactive; i = inactive; + = active, no number.

SMILES	Rin1-Abl PPI inh	Neddylation inh	MT1-MMP act inh	Rpn11 inh	FAS TE block	NadD block	MLLE-PAM2 inh	SKN-1 inh	CSN deneddyl inh
NS(=O)(=O)c1ccc(N=Cc2ccc(Br)s2)cc1	2.0	i	3.9	i	-8.2	-2.0	2.6	-1.3	1.0
CCN(CCCNC(=O)CCCN1C(=O)COc2ccc(C)cc21)c1cccc(C)c1	-2.2	i	-1.6	i	11.7	-6.7	5.5	0.3	1.4
O=C(Nc1cc(Oc2ccccc2)cc([N+](=O)[O-])c1)C12CC3CC(C1)CC(n1cnc(Cl)n1)(C3)C2	-1.1	i	-6.9	i	33.5	16.4	-21.6	12.6	-2.6
O=C1[C@H]2[C@H](C=CC[C@H]2C(=O)N2CCOCC2)CCN1Cc1ccccc1	1.1	i	0.0	i	-8.8	-0.2	0.0	8.5	2.4
CCOC(=O)CNc1ccc(C(=O)OCC)cc1[N+](=O)[O-]	-2.7	i	1.6	i	-10.4	-3.4	8.2	4.2	-0.2
O=C(NCc1cccs1)c1ccccc1F	-0.9	i	4.2	i	-5.5	-2.5	6.1	4.8	-0.8
CCOc1ccc(C(C)(C)C)cc1S(=O)(=O)n1nc(C)cc1C	0.5	i	-5.3	i	14.7	-1.0	-1.7	8.9	-0.5
Cc1ccc(-c2nc3s/c(=C\c4ccco4)c(=O)n3n2)cc1	-1.9	i	-1.9	i	-1.7	7.4	-33.3	17.0	38.4*
CCc1ccccc1NC(=O)CSc1n[nH]c(-c2cccnc2)n1	3.9	i	-1.8	i	-6.5	0.6	-14.9	1.6	-0.6
O=S(=O)(c1ccc(SCc2ccc(Br)cc2)nc1)N1CCCCC1	1.3	i	-4.2	i	18.6	-0.5	3.6	-12.9	-5.1
Cc1ccnc(SCC(=O)Nc2sc3c(c2C#N)CCCC3)n1	-1.1	i	-6.2	i	11.5	-4.4	4.8	-1.3	-0.4
CC(C)(C)NCC(=Cc1ccccc1)C(=O)c1ccccc1	3.6	i	13.5	i	2.6	-2.4	10.6	-2.6	4.1

Sorted by the number under MLLE-PAM2 inh (high to low): 3 of the compounds above.
Molecule | MLLE-PAM2 inh
CC(C)(C)NCC(=Cc1ccccc1)C(=O)c1ccccc1 | 10.6
O=S(=O)(c1ccc(SCc2ccc(Br)cc2)nc1)N1CCCCC1 | 3.6
NS(=O)(=O)c1ccc(N=Cc2ccc(Br)s2)cc1 | 2.6

Continued:
SMILES	Rin1-Abl PPI inh	Neddylation inh	MT1-MMP act inh	Rpn11 inh	FAS TE block	NadD block	MLLE-PAM2 inh	SKN-1 inh	CSN deneddyl inh
Clc1ccc(CN2CCSCC2)c(Cl)c1	-1.1	i	-0.6	i	1.1	-1.3	5.6	-16.1	-3.1
CN(Cc1ccccc1N1CCCC1)C(=O)c1cc2cc(Cl)ccc2o1	-0.4	i	0.9	i	25.8	8.3	-2.8	6.8	-5.3
CCN(CC)S(=O)(=O)c1cc(NC(=O)c2cc([N+](=O)[O-])ccc2N2CCOCC2)ccc1C	-2.5	i	-1.3	i	42.5	-8.6	-42.1	17.4	6.4
CCOc1ccc(NC(=S)N(CCOC)C(C)c2ccco2)cc1 (stereo unspecified)	-1.0	i	11.8	i	9.5	-5.5	-78.8	-23.1	-2.8
Cn1c(N)c(C(=O)COC(=O)CCCOc2ccc(Cl)cc2Cl)c(=O)n(C)c1=O	4.4	i	6.8	i	9.9	-3.8	-1.2	-4.9	1.1
CCCCn1nc(C(=O)Nc2nc3c(s2)CCCC3)c2ccccc2c1=O	1.4	i	3.2	i	-1.7	-2.2	-8.5	-5.6	8.9
CC12CCC(C(=O)N(CSC(=S)N/N=C\c3ccccc3)C1=O)C2(C)C (stereo unspecified)	-0.3	i	5.8	i	4.7	13.7	25.8	-7.9	1.1
O=C(NCc1cccnc1)c1ccc(Cl)c(S(=O)(=O)N2CCCCCC2)c1	3.7	i	1.1	i	1.1	-5.5	1.5	-4.7	1.3
CCN(CC)CCN(C(=O)/C=C/c1cccs1)c1nc2ccc(F)cc2s1	-1.9	i	-1.1	i	10.2	2.7	13.1	2.2	-5.1
CN(Cc1cnn(C)c1)C(=O)C1CCC(=O)N(Cc2ccc(Cl)cc2)C1 (stereo unspecified)	2.1	i	-0.4	i	-4.7	-2.5	0.7	2.3	7.9
COc1cccc(NC(=S)Nc2ccc(F)cc2)c1	-1.0	i	-1.7	i	-1.5	2.8	26.9	5.0	-0.9
CCOc1ccccc1C(=O)NCC(=O)N1CCC(C)CC1	0.6	i	4.0	i	-3.3	-1.6	-6.3	-5.6	-3.7
CCOC(=O)CSc1cc(C(F)(F)F)nc(-c2ccccn2)n1	-3.1	i	-1.4	i	-3.1	5.6	-10.6	-17.7	0.2
COCCn1c(SCC(=O)N2CC(=O)Nc3ccccc32)nc2ccccc21	-2.7	i	-1.2	i	-13.5	3.7	-10.3	6.5	-4.4
CCn1cc(C(=O)N2CCn3c(nc4ccccc43)C2)c(=O)c2ccc(C)nc21	1.2	i	3.4	i	-6.9	-1.5	4.2	-10.4	3.9
CC(C)n1cc(C(=O)N2CCCC(Nc3ccc(F)c(F)c3)C2)cn1 (stereo unspecified)	3.1	i	-1.9	i	-2.9	-3.8	-12.6	-8.9	-3.4
CCOc1ccc(CCNc2ccc3nnc(-c4ccccc4)n3n2)cc1OCC	-0.5	i	1.8	i	-13.1	-0.4	0.4	16.4	10.0
COc1ccc(C2c3cc(OC)c(OC)cc3CCN2C2CC(=O)N(c3ccccc3)C2=O)cc1OC (stereo unspecified)	0.3	i	-0.5	i	5.7	-0.9	0.4	1.6	-1.8
COCc1[nH]nc2c1C(c1cccc(OC)c1)C(C#N)=C(N)O2 (stereo unspecified)	-1.6	i	-6.2	i	-5.2	-3.0	7.5	-9.6	-2.6
CC1CN(C(=O)CSc2ncnc3sccc23)CC(C)O1 (stereo unspecified)	7.1	i	6.7	i	-4.0	3.0	-1.6	6.0	1.1
O=C(c1ccccc1)C1C(c2ccccc2)C1[N+](=O)[O-] (stereo unspecified)	-0.1	i	8.2	i	8.1	-1.9	-1.7	8.8	2.8
CCC(=O)N1CN(S(=O)(=O)c2ccc(C)cc2)CC1C (stereo unspecified)	-2.9	i	2.0	i	-2.1	-3.2	15.8	7.4	-0.2
Nc1cccn2c(-c3ccc(Cl)c(Cl)c3)cnc12	-5.3	i	-24.8	+	38.0	24.4	-49.1	9.9	21.8
CCOC(=O)N1CCN(C(=O)c2nn(C)c3c2CSc2ccccc2-3)CC1	2.6	i	-4.8	i	-3.2	-4.9	4.5	-23.0	2.6
CCCCCOc1ccc(CSC2=NCCN2)cc1[N+](=O)[O-]	0.4	i	-1.2	i	-41.1	-4.2	-35.3	7.2	0.2
CC(C)C12CN3CC(C(C)C)(CN(C1)C31C(=O)Nc3ccccc31)C2=O (stereo unspecified)	0.2	i	-1.5	i	-3.6	2.4	6.5	-2.9	-1.7
CC(C)OCCCn1c(SC(C)C(=O)NCC2CCCO2)nc2cc(Cl)ccc2c1=O (stereo unspecified)	4.9	i	1.5	i	-2.8	0.2	3.5	9.2	-1.8
Cc1ccc(-c2nc3c(c(=O)[nH]c(=O)n3Cc3ccccc3)n2C)o1	2.8	i	1.7	i	0.7	9.9	2.8	1.6	28.6
COc1ccc(/C=C(\NC(=O)c2ccc(OC)cc2)C(=O)Nc2ccccc2C(=O)O)cc1	-0.6	i	4.6	i	8.4	-3.8	14.9	3.6	6.7
Cc1ccc(C(=O)OCC(=O)Nc2ccccc2N2CCOCC2)cc1	3.5	i	-0.8	i	6.6	-2.4	-1.7	-16.3	0.2
COc1ccccc1N1CCN(C(=O)c2ccc(-c3ccccc3)cc2)CC1	-0.3	i	0.1	i	15.7	-5.8	-18.9	1.2	-1.4
O=C(O)COc1ccccc1/C=N/NC(=O)c1cc(-c2ccc(F)cc2)nc2ccccc12	-1.4	i	6.5	i	2.4	7.4	7.3	2.3	7.1
CCOC(=O)CN1C(=O)C(=O)N(Cc2c(F)cccc2Cl)C1=O	2.7	i	3.2	i	-3.7	-3.2	15.8	-2.0	-3.7
COc1ccc(C2N=C(c3ccccc3)C(C)(C)N2O)cc1OC (stereo unspecified)	2.4	i	-2.4	i	-3.9	-9.9	4.4	-22.1	-4.6
Cc1csc2nc(CNS(=O)(=O)c3ccc(-c4ccccc4)cc3)cn12	-0.8	i	-1.1	i	1.8	-4.6	-2.0	3.2	-5.4
Cc1cc(NC(=O)C2CCCN(S(=O)(=O)c3cnc[nH]3)C2)ccc1Br (stereo unspecified)	-1.9	i	-2.9	i	-36.2	1.3	3.0	21.2	-3.1
COc1ccc(N2CCN(C(=O)c3cccc(Cn4cc(Cl)cn4)c3)CC2)cc1	-1.7	i	3.7	i	-2.4	-3.4	3.6	-1.1	-0.1
Cc1cc(C)n2nc(C(=O)OCC(=O)NC3CCS(=O)(=O)C3)nc2n1 (stereo unspecified)	1.6	i	0.6	i	-8.0	2.1	-6.3	5.4	4.3
O=C(NCCCN1CCOCC1)c1ccc2c(c1)N(Cc1c(F)cccc1Cl)C(=O)c1ccccc1S2	1.3	i	-13.2	i	8.7	1.0	-1.0	5.1	-1.3
O=C(Nc1cccc2[nH]ncc12)c1ccc(F)cc1	-1.3	i	-14.4	i	-5.6	-0.6	-8.2	-19.3	10.1
CC1CCc2nn(CC(=O)NC3CCCC(C)C3C)cc2C1 (stereo unspecified)	3.2	i	0.9	i	1.7	-4.1	0.9	-4.5	-5.8
C/C(=N\Nc1ncc(Cl)cc1Cl)c1ccc2c(c1)OCO2	-0.2	i	-1.5	i	4.6	-1.7	3.0	11.2	3.7
C=CCN(c1ccccc1C(=O)O)S(=O)(=O)c1ccc(NC(=O)OC)cc1	-1.4	i	-4.5	i	-4.6	-6.7	14.5	-6.9	3.1
COCCNCc1cc(C)n(-c2cc(S(=O)(=O)N3CCOCC3)ccc2N2CCCC2)c1C	0.7	i	1.7	i	-8.8	-0.1	0.1	-2.2	-7.9
CCOC(=O)c1c(NC(=O)CSc2ncn[nH]2)sc(C)c1C	3.0	i	-2.5	i	-91.9	1.2	1.4	15.3	-5.0
C=CCNC(=S)N/N=C/c1cn(-c2ccccc2)nc1-c1ccc(OC)cc1	1.8	i	3.2	i	8.3	-1.0	8.9	-2.4	0.9

Outcome played no part in choosing rows; overall some 3.9% were active at least once.
